Screens from PubChem.
esBAF inh: Bmi1 luciferase reporter increase in mESCs, primary screen, esBAF inhibitor project, mouse ES cells, Bmi1 luciferase knock-in, single point; 350,000 tested, 2% active; 24 h; 100% = twice the neutral-well signal; reporter increase, % at 12.5 µM; in the data active means activation above about 40%;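 further: 0% = median of the plate's neutral control wells and 100% = double that signal; a rise in the Bmi1 reporter signal indicates esBAF inhibition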
RAD52 inh: RAD52 DNA annealing inhibitors, primary screen, biochemical, FRET, single point, set 2; recombinant RAD52 DNA annealing, FRET fluorescence; 360,000 tested, 0.46% active; DNA repair protein RAD52 homolog (Homo sapiens), P43351; AID 651710, 2012; inhibition, % at 18.7 µM;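 active means every replicate showing at least 50% inhibition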
ARNT-TACC3 inh: disruptors of ARNT/TACC3 protein interaction, primary screen, biochemical, AlphaScreen, single concentration; AlphaScreen His-ARNT PAS-B/GST-TACC3 binding, luminescence; TACC3 fragment carries E629A point mutation; inhibition, % at 9.99 µM; 390,000 tested, 0.66% active;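 active means mean inhibition of replicates at least 50% and at least half of replicates each reaching 50%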;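 further: 0% = complete ARNT plus TACC3 wells and 100% = ARNT alone without TACC3; many hits fall short of the cut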
Xi reactivation: activators of inactive X chromosome reactivation, primary screen, imaging, XiGFP fibroblasts, GFP high-content imaging, set 2; AID 743238, 2013; XiGFP mouse fibroblasts, % GFP-positive cells imaging, 3 d; cells co-treated with 5-aza-dC sensitizer; scaled so ellipticine positive control = 100%; activation, % at 7.58 µM; 360,000 tested, 0.055% active;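 active means mean normalized replicate activation at least 10% and every replicate at or above 10%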;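 further: 0% = median of on-plate neutral control wells and 100% = ellipticine 6 µM median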
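Material: XiGFP fibroblasts, SV40-immortalized; Buffer or medium: DMEM containing 5-aza-dC; Compound dosing: single point; Times: 3 days compound exposure.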
RAD54 inh: inhibitors of human RAD54 branch migration, primary screen, biochemical, fluorescence, single point; inhibition, % at 10.4 µM; RAD54 Holliday junction branch migration, FAM/BHQ fluorescence; DNA repair and recombination protein RAD54-like (Homo sapiens), Q92698; 360,000 tested, 0.14% active;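 active means mean normalized replicate activity at least 40 and at least half of replicates scoring 40 or more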;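 further: 0% = median of neutral control wells and 100% = median of positive control wells; inhibitors cause a drop in the FAM fluorescence signal; in these data hits start at about 50%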
Target sequence (Q92698 whole entry, looked up): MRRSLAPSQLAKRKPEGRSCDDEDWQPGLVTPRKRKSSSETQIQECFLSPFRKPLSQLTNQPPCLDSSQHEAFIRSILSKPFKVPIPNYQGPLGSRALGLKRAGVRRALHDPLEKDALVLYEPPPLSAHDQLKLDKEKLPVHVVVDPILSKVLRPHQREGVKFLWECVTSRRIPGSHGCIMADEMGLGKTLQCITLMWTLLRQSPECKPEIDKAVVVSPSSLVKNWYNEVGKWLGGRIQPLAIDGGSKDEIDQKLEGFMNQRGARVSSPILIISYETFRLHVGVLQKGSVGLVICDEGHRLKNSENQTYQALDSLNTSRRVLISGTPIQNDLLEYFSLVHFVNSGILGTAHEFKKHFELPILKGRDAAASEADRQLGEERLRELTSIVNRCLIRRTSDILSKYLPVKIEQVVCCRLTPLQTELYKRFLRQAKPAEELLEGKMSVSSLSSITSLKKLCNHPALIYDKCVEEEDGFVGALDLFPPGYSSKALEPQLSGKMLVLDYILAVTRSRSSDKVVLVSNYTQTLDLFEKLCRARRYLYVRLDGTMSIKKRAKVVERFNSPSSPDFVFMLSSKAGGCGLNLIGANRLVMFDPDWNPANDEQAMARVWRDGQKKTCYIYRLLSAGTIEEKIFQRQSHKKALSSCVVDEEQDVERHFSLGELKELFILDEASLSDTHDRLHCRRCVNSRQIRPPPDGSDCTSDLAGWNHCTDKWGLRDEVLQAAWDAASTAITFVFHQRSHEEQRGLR
F508del corr: F508del CFTR correction, initial screen, CFBE line, single point. CFBE cells, YFP halide quenching; stimulated with forskolin plus potentiator P3; % fluorescence drop versus neutral controls. activity (quench increase), % at 7.58 µM. 350,000 tested, 0.36% active. AID 720511, 2013;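 active means mean added fluorescence quench of at least 8% versus neutral control, with both replicates also reaching 8%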;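 further: cells transiently co-express mutant CFTR-F508del with the halide-sensitive YFP; corrector assay measuring rescue of mutant channel to the surface after 24 h compound exposure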
GSIS activator: GLuc luminescence reporter in INS-1E cells, primary screen for activators of glucose-dependent secretion of insulin. INS-1E GLuc reporter insulin secretion, 2-3 h. activation, % at 16.6 µM. AID 743287, 2014. 370,000 tested, 0.61% active;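 active means lowest replicate activation of at least 40%, so every replicate reaches that level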;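 further: 0% = median of neutral control wells and 100% = median of IBMX positive control wells; some compounds called inactive have numbers as strong as hits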
ERAP1 HTS inh: human ERAP1 aminopeptidase inhibitors, primary screen, biochemical, single point, plate reader; Endoplasmic reticulum aminopeptidase 1 (Homo sapiens), Q9NZ08; recombinant ERAP1, Leu-AMC fluorescence, 60 min; inhibition, % at 10.7 µM; 340,000 tested, 0.15% active;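 active means mean replicate inhibition of at least 30%, or all replicates individually reaching that 30% level; inactive means mean below 30% and not every replicate reaching it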;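 further: 0% = neutral control wells and 100% = L-leucinethiol positive control wells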
Active calls of the source: *; / = no result given; & = joins results of further samples.

no.	molecule	esBAF inh	RAD52 inh	ARNT-TACC3 inh	Xi reactivation
1	CO[C@@H]1CC[C@H]2CCOc3c(C#N)cccc3C(=O)N(C)[C@@H](C)C(=O)N(C)C[C@@H]1O2	-3	16	5	0.0
2	COc1ccc(-c2cnc3c(NC=O)cc(-c4cc(OC)c(OC)c(OC)c4)cn23)cc1OC	6	23	/	0.0
3	COc1cccc(CNC(=O)c2nnn(CC(=O)Nc3cccc(C)c3)c2N)c1	-1	-2	0	0.3
4	Fc1ccc(F)c(NC(=S)NCCc2ccccc2)c1	6	-7	-4	0.1
5	CC1=NN(C(=O)CSCc2ccccc2)C(O)(c2ccc(F)cc2)C1 (stereo unspecified)	6	-10	/	0.0
6	N/C(=N\OC(=O)CCCOc1ccccc1)c1ccncc1	/	-4	/	0.2
7	COc1ccc(S(=O)(=O)NC2(C(F)(F)F)NC(=O)N(CCc3ccc(OC)c(OC)c3)C2=O)cc1 (stereo unspecified)	-1	-7	-1	0.3
8	O=C(C[C@H]1C=C[C@H](NC(=O)CC2CC2)[C@H](CO)O1)NCc1ccccc1	/	-6	/	-0.4
9	O=C(Nc1ccccc1Sc1ccccc1)c1ccccc1F	/	-7	/	/
10	O=C(/C=C/c1cccnc1)c1cc(F)ccc1O	/	-6	-6	-0.2
11	CCc1cc2c(=O)c(-c3nc(C)cs3)c(CCCC(=O)O)oc2cc1O	-4	-5	1	0.3
12	CCCC#Cc1cnc2c(c1)C(=O)N([C@@H](C)CO)C[C@@H](C)[C@H](CN(C)C(=O)C1CCOCC1)O2	3	9	-3	0.1

no.	RAD54 inh	F508del corr	GSIS activator	ERAP1 HTS inh
1	-3	5.1	-7	7
2	-4	4.5	10	8
3	-1	-1.2	1	0
4	-10	2.1	-50	-1
5	3	3.9	-8	-1
6	/	/	22	-1
7	-3	-0.9	2	-2
8	/	-0.9	7	-2
9	-3	/	7	8
10	/	0.5	-21	/
11	5	-1.0	-9	-1
12	-2	-0.8	1	0

Other entries:
no.	molecule	esBAF inh	RAD52 inh	ARNT-TACC3 inh	Xi reactivation
13	CCc1c(C)sc(NC(=S)N2CCN(S(C)(=O)=O)CC2)c1C(=O)OC	-3	-17	1	0.8
14	CC(C)c1ccc(C(C(=O)NC2CCCCC2)N(C(=O)c2ccccn2)c2cccnc2)cc1 (stereo unspecified)	/	-10	2	0.0
15	CN1CCCC(OC(=O)c2cccc(Br)c2)C1 (stereo unspecified)	-1	8	-4	0.0
16	Cn1cnc([N+](=O)[O-])c1Sc1ncnc2nc[nH]c12	/	-42	4	-0.1
17	O=C(NCC[C@@H]1CC[C@H](NC(=O)C2CCCCC2)[C@@H](CO)O1)c1cc(Cl)cc(Cl)c1	11	12	/	-0.7
18	COC(=O)Cn1cc(C(=O)OC)cc(Br)c1=O	-7	/	1	/
19	O=C1NC(=S)SC1=Cc1cccs1	1	-12	6	0.1
20	CCCNC(=O)C1(C)CCCN(Cc2ccc(-c3ccccn3)cc2)C1 (stereo unspecified)	-6	-15	/	0.6
21	O=C(O)C[C@@H]1CC[C@@H]2[C@H](COC[C@@H](O)CN2S(=O)(=O)c2ccc(F)cc2)O1	-6	-9	-5	0.4
22	O=C(Nc1nnc(-c2ccc(Cl)s2)o1)C1CC1	-13	-7	-9	-0.1
23	COc1ccc(/C=C2\SC(=O)N(CCn3cnnn3)C2=O)cc1	/	-22	1	0.1
24	C[C@H](CO)N1C[C@H](C)[C@H](CN(C)C(=O)NC2CCCC2)OCc2cnnn2CCCC1=O	0	1	-13	0.3

no.	RAD54 inh	F508del corr	GSIS activator	ERAP1 HTS inh
13	-4	0.8	11	-2
14	/	1.1	-22	-4
15	1	-0.1	/	-2
16	3	1.5	4	0
17	-14	1.1	-7	-1
18	-13	/	21	/
19	0	-2.2	-17	0
20	6	0.1	-3	-2
21	1	-2.0	10	-1
22	/	-6.4	3	-1
23	/	2.9	3	4
24	-3	0.4	2	1

Following part:
no.	molecule	esBAF inh	RAD52 inh	ARNT-TACC3 inh	Xi reactivation
25	O=C(CCc1cccc(Cl)c1)N1CCCC(Nc2ccccc2)C1 (stereo unspecified)	-3	-6	22	0.0
26	COc1ccccc1/C=N\NC(=O)c1c(C)nc2ccc(Cl)cn12	-6	-19	5	0.1
27	C=CCCC(=O)N1C[C@H]2CCN(C)[C@H]2C[C@H]1c1ccccc1	1	-19	/	0.3
28	Cc1ccc(-n2c(=O)c3sccc3n(CC(=O)NC3CCCCC3)c2=O)cc1	-1	-9	-3	0.2
29	CC(C)(C)c1ccc(C(=O)N2CCC2(C)C(=O)Nc2cccc(C#N)c2)cc1 (stereo unspecified)	-1	-6	/	0.0
30	Cc1oc(C(C)(C)C)cc1-c1cc(NC(=O)c2ccc([N+](=O)[O-])cc2)n[nH]1	/	-4	-16	0.0
31	CN(Cc1cccnc1)C(=O)c1ccc(Cl)c(NS(=O)(=O)c2ccc(F)cc2)c1	/	-1	2	-0.1
32	COc1ccc(CNC(=O)c2ccc(N3CCC4(CC3)CC(c3ccc(Cl)cc3)=NO4)c([N+](=O)[O-])c2)cc1	-8	8	0	0.0
33	CCC(=O)NC[C@H]1[C@@H](c2ccc(C3=CCCC3)cc2)[C@H](CO)N1C(=O)C1CC1	9	/	3	0.1
34	O=C1C(=O)c2ccccc2C([O-])=C1[n+]1ccccc1	-10	-13	/	0.0
35	Cc1cc(C)cc(NS(=O)(=O)c2ccc3[nH]c(=O)[nH]c3c2)c1	-10	/	-1	/
36	CC(C)CNC(=O)c1cc(-c2ccco2)on1	9	-3	-4	/

no.	RAD54 inh	F508del corr	GSIS activator	ERAP1 HTS inh
25	-3	1.6	11	0
26	0	1.2	5	0
27	3	-2.5	3	/
28	0	0.0	3	-2
29	15	0.7	-12	17
30	/	-1.7	-5	1
31	5	-2.5	24	0
32	3	4.2	-1	4
33	-2	0.0	9	/
34	3	-2.8	-11	2
35	3	/	3	/
36	-8	-0.6	-18	2

6 records drawn at random from the list so far:
no.	molecule	esBAF inh	RAD52 inh	ARNT-TACC3 inh	Xi reactivation
16	Cn1cnc([N+](=O)[O-])c1Sc1ncnc2nc[nH]c12	/	-42	4	-0.1
9	O=C(Nc1ccccc1Sc1ccccc1)c1ccccc1F	/	-7	/	/
2	COc1ccc(-c2cnc3c(NC=O)cc(-c4cc(OC)c(OC)c(OC)c4)cn23)cc1OC	6	23	/	0.0
30	Cc1oc(C(C)(C)C)cc1-c1cc(NC(=O)c2ccc([N+](=O)[O-])cc2)n[nH]1	/	-4	-16	0.0
3	COc1cccc(CNC(=O)c2nnn(CC(=O)Nc3cccc(C)c3)c2N)c1	-1	-2	0	0.3
35	Cc1cc(C)cc(NS(=O)(=O)c2ccc3[nH]c(=O)[nH]c3c2)c1	-10	/	-1	/

no.	RAD54 inh	F508del corr	GSIS activator	ERAP1 HTS inh
16	3	1.5	4	0
9	-3	/	7	8
2	-4	4.5	10	8
30	/	-1.7	-5	1
3	-1	-1.2	1	0
35	3	/	3	/

Other structures
no.	molecule	esBAF inh	RAD52 inh	ARNT-TACC3 inh	Xi reactivation
37	CN1CCN(C2CN(Cc3ccccc3)S(=O)(=O)C2)CC1 (stereo unspecified)	-1	-10	/	/
38	CN(C)C(=O)C[C@@H]1C[C@@H]2c3cc(NC(=O)Nc4ccc(F)cc4)ccc3O[C@@H]2[C@@H](CO)O1	2	-7	1	0.1
39	C[C@@H]1CN([C@@H](C)CO)C(=O)CCCn2cc(nn2)CO[C@H]1CN(C)C(=O)Nc1ccc(C(C)(C)C)cc1	5&-5	-1&-10	-10	-0.3&-0.2
40	Cc1c(NC(=O)c2cc(-c3ccc(O)cc3)on2)c(=O)n(-c2ccccc2)n1C	1	-1	-7	-0.2
41	Cc1noc(C)c1NC(=O)N(C)C[C@H]1Oc2cc(C#CCC(C)C)ccc2S(=O)(=O)N([C@H](C)CO)C[C@H]1C	6	7	5	-0.3
42	O=C(Nc1ccccc1-c1nnc(SCc2ccccc2Cl)o1)c1ccccc1	-7	16	2	/
43	C[C@@H]1CCCCO[C@@H](CN(C)Cc2ccc(C(=O)O)cc2)[C@H](C)CN([C@@H](C)CO)C(=O)c2cc(NC(=O)Nc3ccccc3)ccc2O1	-4	-2	-3	0.0
44	COc1ccc(OC)c(S(=O)(=O)Nc2cccc(-c3ccc(N4CCCCCC4)nn3)c2)c1	18	-10	/	0.3
45	Cc1cccc(OCC(=O)NNC(=O)CCc2ccccc2)c1	-13	-1	7	0.0
46	Cc1ccc(C(=O)O/N=C(\N)c2ccccn2)cc1	-79	2	/	0.1
47	CC(C)C[C@H]1CNC(=O)C(=O)N1C[C@@H]1CCCN1C[C@H](Cc1ccc(O)cc1)N1C[C@H](Cc2ccccc2)N(CC2CCCCCC2)C(=O)C1=O	/	-10	/	0.0
48	Cc1c(C(=O)NC2CCN(Cc3ccccc3)C2)oc2c(Cl)cccc12 (stereo unspecified)	-7	-40	-14	0.2

no.	RAD54 inh	F508del corr	GSIS activator	ERAP1 HTS inh
37	-1	1.2	1	0
38	-6	0.6	16	0
39	-5	-0.6&2.7&-3.6	11&4	-1&1
40	11	1.0	-18	-3
41	-6	0.3	-9	1
42	-16	/	23	4
43	1	1.3	4	-9
44	6	-0.3	1	-4
45	/	-3.1	4	0
46	13	-1.5	4	0
47	/	-2.5	18	-6
48	6	-1.7	-39	1

(continued)
no.	molecule	esBAF inh	RAD52 inh	ARNT-TACC3 inh	Xi reactivation
49	CCOC(=O)N1CCN(C(=O)C2CCC(=O)N(Cc3ccccc3OC)C2)CC1 (stereo unspecified)	5	2	/	0.0
50	O=C(NC(=S)NCCCN1CCOCC1)c1ccc(Br)cc1	/	0	0	0.4
51	COc1ccccc1NS(=O)(=O)c1ccc(C(=O)N2CCCCCCC2)cc1	8	1	/	-0.1
52	CCCNC(=O)[C@H]1[C@H](CO)[C@H]2Cn3c(ccc(C4=CCCC4)c3=O)[C@H]2N1CCC(F)(F)F	-3	-22	18	0.0
53	C[C@H](CO)N1C[C@H](C)[C@@H](CN(C)S(=O)(=O)c2cn(C)cn2)Oc2c(NC(=O)Nc3ccc(F)cc3)cccc2C1=O	-1	/	/	0.1
54	CC(C)C(=O)Nc1ccc2c(c1)C(=O)N(C)[C@H]1CC[C@H](CC(=O)NCc3ccccc3F)O[C@H]1CO2	0	/	5	0.3
55	COC(=O)c1ccccc1NC(=O)Nc1c(C)n(C)n(-c2ccccc2)c1=O	/	-7	-7	0.0
56	O=C(/C=C/c1ccc(Cl)c(C(F)(F)F)c1)N1CCN(c2ccccn2)CC1	-4	-4	-1	0.1
57	COc1ccc(N(C(=O)c2ccncc2)S(=O)(=O)c2cccc([N+](=O)[O-])c2)cc1	-4	11	-2	0.0
58	O=C(CN1CCN(Cc2ccccc2)CC1)Nc1ccc(Cl)cc1	1	5	-1	0.0
59	Cc1ccccc1N1C(=O)CN(Cc2sccc2C)C1=S	/	/	-4	0.1

no.	RAD54 inh	F508del corr	GSIS activator	ERAP1 HTS inh
49	6	/	/	-4
50	/	0.3	-2	-3
51	/	-1.7	-35	-4
52	-18	0.8	6	0
53	/	-1.0	12	/
54	7	-1.5	18	/
55	-5	0.9	8	-5
56	-9	-2.6	-1	-7
57	-1	2.1	-12	-2
58	-4	0.4	-18	-4
59	1	/	6	/
